OX1R antag-1: OX1R (human) antagonism; AID 485270; actives 1.8% (n = 330,000); OX1R-expressing cells, FRET antagonist read-out; inhibition, % at 6.6 µM; O43613; in the data active = inhibition mostly above about 38%, no sharp cut-off; inactive = mostly below about 40%;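 also: 0% = agonist challenge alone and 100% = reference antagonist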
Target sequence (O43613 whole entry, looked up): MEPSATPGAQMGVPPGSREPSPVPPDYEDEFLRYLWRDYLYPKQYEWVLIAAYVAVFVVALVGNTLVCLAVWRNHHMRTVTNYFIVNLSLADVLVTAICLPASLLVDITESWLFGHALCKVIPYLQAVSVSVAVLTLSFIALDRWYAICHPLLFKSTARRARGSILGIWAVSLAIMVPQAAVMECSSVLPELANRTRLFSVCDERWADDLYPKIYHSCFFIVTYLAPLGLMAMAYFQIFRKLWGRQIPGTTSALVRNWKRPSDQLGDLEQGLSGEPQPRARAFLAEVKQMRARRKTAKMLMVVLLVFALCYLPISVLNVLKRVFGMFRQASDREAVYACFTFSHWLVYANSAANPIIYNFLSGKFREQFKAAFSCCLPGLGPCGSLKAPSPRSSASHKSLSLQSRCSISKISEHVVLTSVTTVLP
CHT PAM: allosteric activators of human choline transporter CHT | AID 488977 | B-score at 10 µM | actives 0.49% (n = 310,000) | CHT-expressing cells, membrane potential dye, choline EC20; active compounds read high; LV-AA mutant CHT in HEK293 cells | Q9GZV3;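 active = initial fluorescence not abnormally high and integrated response B-score, plate-corrected, over 3 SD above library mean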
Target sequence (Q9GZV3 whole entry, looked up): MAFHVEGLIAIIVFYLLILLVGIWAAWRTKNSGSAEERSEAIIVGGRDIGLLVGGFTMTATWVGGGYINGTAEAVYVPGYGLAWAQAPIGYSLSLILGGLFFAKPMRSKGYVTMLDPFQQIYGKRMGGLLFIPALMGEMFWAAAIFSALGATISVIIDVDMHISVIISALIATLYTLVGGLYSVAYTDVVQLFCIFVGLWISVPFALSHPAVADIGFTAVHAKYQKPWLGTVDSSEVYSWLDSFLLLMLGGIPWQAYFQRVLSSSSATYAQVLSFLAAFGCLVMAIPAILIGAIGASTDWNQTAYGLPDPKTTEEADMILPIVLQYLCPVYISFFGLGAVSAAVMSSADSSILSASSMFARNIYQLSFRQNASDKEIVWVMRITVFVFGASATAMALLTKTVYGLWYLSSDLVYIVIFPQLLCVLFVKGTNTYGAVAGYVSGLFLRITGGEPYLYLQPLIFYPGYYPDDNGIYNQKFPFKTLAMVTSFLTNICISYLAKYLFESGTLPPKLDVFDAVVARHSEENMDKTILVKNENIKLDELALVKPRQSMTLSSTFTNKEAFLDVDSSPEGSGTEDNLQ
OX1R antag-2: human HCRTR1 antagonism; O43613; CHO/OX1R cells, Fluo-8 calcium fluorescence, orexin A; inhibition, % at 5 µM; actives 0.43% (n = 330,000); AID 434989;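 active = inhibition above its plate's threshold, mean inhibition of all tested compounds on the plate plus 3 SD, cut at about 37% in these data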;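 also: 0% = orexin A challenge wells and 100% = SB-334867-A antagonist wells; not every result past the cut was called active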
* hit, by the source's call; i = inactive; x = no result given.

SMILES	OX1R antag-1	CHT PAM	OX1R antag-2
C=CCNc1nc(Nc2ccc(OC)cc2)nc(OC)n1	25	i	-13
CCOC(=O)Cc1cc(=O)n2[nH]c(-c3ccccc3)cc2n1	-1	i	-5
CN(C)S(=O)(=O)c1ccc(Oc2ccccc2)cc1	19	i	1
COC(=O)CC1COc2ccccc2N1C(=O)c1ccc(Cl)cc1 (centres undefined)	37	i	-5
CCOC(=O)c1c(C)[nH]c(C)c1S(=O)(=O)NCC1CCN(Cc2ccc(C)cc2)CC1	14	i	-35
COc1ccc(C(=O)NC(C)CCc2ccccc2)cc1 (centres undefined)	21	i	-18
COc1ccc(NC(=O)c2ccco2)c(OC)c1	12	i	-7
O=C(c1c(F)cccc1Cl)N1CCN(S(=O)(=O)c2ccc3c(c2)OCCCO3)CC1	21	i	-9
CCOC(=O)c1ccc(-n2c(CN(CC)CC)nc3ccc([N+](=O)[O-])cc3c2=O)cc1	41	i	-8
Cc1ccc(-c2cc(C(=O)N/N=C/c3ccccc3)n[nH]2)o1	20	i	-17
N/C(=N\OC(=O)c1ccc(Cl)c([N+](=O)[O-])c1)c1ccccc1	11	i	4
Cc1ccc2nc(NC(=O)c3ccc(Cn4cc(Cl)cn4)o3)sc2c1	28	i	-31
COc1ccc(NC(=O)CC2Oc3ccccc3NC2=O)cc1 (centres undefined)	13	i	-12
Cc1nc2ccc(S(=O)(=O)NC(C(=O)N3CCCC3)C(C)C)cc2s1 (centres undefined)	9	i	-21
O=C(N/N=C/c1ccc[nH]1)c1ccccc1[N+](=O)[O-]	23	i	6

Complete entries from above:
CN(C)S(=O)(=O)c1ccc(Oc2ccccc2)cc1 across the screens: OX1R antag-1: 19; CHT PAM: i; OX1R antag-2: 1
CCOC(=O)c1c(C)[nH]c(C)c1S(=O)(=O)NCC1CCN(Cc2ccc(C)cc2)CC1 across the screens: OX1R antag-1: 14; CHT PAM: i; OX1R antag-2: -35

A draw from above in order of length of the SMILES, ascending.
SMILES	OX1R antag-1	CHT PAM	OX1R antag-2
N/C(=N\OC(=O)c1ccc(Cl)c([N+](=O)[O-])c1)c1ccccc1	11	i	4
O=C(c1c(F)cccc1Cl)N1CCN(S(=O)(=O)c2ccc3c(c2)OCCCO3)CC1	21	i	-9
CCOC(=O)c1c(C)[nH]c(C)c1S(=O)(=O)NCC1CCN(Cc2ccc(C)cc2)CC1	14	i	-35

Of the compounds above, these contain four or more nitrogen atoms:
SMILES	OX1R antag-1	CHT PAM	OX1R antag-2
C=CCNc1nc(Nc2ccc(OC)cc2)nc(OC)n1	25	i	-13
CCOC(=O)c1ccc(-n2c(CN(CC)CC)nc3ccc([N+](=O)[O-])cc3c2=O)cc1	41	i	-8
Cc1ccc(-c2cc(C(=O)N/N=C/c3ccccc3)n[nH]2)o1	20	i	-17
Cc1ccc2nc(NC(=O)c3ccc(Cn4cc(Cl)cn4)o3)sc2c1	28	i	-31
O=C(N/N=C/c1ccc[nH]1)c1ccccc1[N+](=O)[O-]	23	i	6

Following part.
SMILES	OX1R antag-1	CHT PAM	OX1R antag-2
COc1ccccc1CCc1nnc(CCC(=O)NC(C)Cc2ccsc2)o1 (centres undefined)	17	i	-24
CSc1nnc(-c2ccccc2N=Cc2c(C)[nH]n(-c3ccccc3)c2=O)c(=O)[nH]1	38	i	-4
c1cncc(N=c2scc(-c3cccc4ccccc34)n2CCCn2ccnc2)c1	6	8.2*	-4
N#Cc1c(NC(=O)C2CCCO2)sc2c1CCCCCC2 (centres undefined)	39	i	-17
N#CCCN(Cc1cccnc1)C(=O)Nc1ccccc1	14	i	-7
CNC(=O)COC(=O)c1cccc(S(=O)(=O)N2CCN(c3ccc(F)cc3)CC2)c1	14	i	-3
Cc1cccc(CN2CCc3c(OCC(=O)NCc4ccco4)cccc3C2=O)c1	25	i	-39
Cc1ccc(S(=O)(=O)N2CCC3(CC2)OCCO3)cc1	33	i	-12
COc1cccc(CNCCNC(=O)c2nonc2N)c1	17	i	-1
C=CCNC(=S)Nc1ccc(Cl)cc1	16	i	1
CCN(CC)c1nc(-c2ccccc2)nc2c1sc(=S)n2CC	13	i	-9
CCc1ccc2[nH]c(=O)c(C(c3nnnn3Cc3ccco3)N3CCC(C)CC3)cc2c1 (centres undefined)	7	i	-30
O=C1c2cccc(OCc3ccc(F)cc3)c2CCN1Cc1ccc(F)cc1	20	i	-11
CCOc1ccccc1NC(=S)N1C2CCC1CC(NC(=O)NC13CC4CC(CC(C4)C1)C3)C2 (centres undefined)	12	i	-14
Cc1cccc(NC(=O)Nc2cccc(C)n2)n1	24	i	-26
CCN(C(=O)c1cccc(S(=O)(=O)N(C)C)c1)C12CC3CC(CC(C3)C1)C2	-2	9.7*	-28
O=C(NC(=S)N1CCN(c2ccc(Cl)cc2[N+](=O)[O-])CC1)c1cccs1	24	i	-17
Cc1ccc(C(=O)C2=C(O)C(=O)N(Cc3ccco3)C2c2ccc(N(C)C)cc2)o1 (centres undefined)	16	i	-27
CC1(C)Cc2nc3oc4c(=S)nc[nH]c4c3cc2CO1	13	i	-3
CCOC(=O)c1c2c([nH]c(=S)c1C#N)CCCC2	13	i	-29
CC(=O)Nc1ccc(CN2CCN(C3CCCC3)C(CCO)C2)cc1 (centres undefined)	5	i	2
N#Cc1ccccc1	2	x	-6
O=C(CCS(=O)(=O)c1ccccc1)N1CCCc2ccccc21	16	i	-1
COc1ccc(Cl)c2sc(N3CCN(C(C)=O)CC3)nc12	-3	i	-8
Oc1[nH]c2ccccc2c1/C=N/c1nccs1	62	i	17
Clc1cc(Br)ccc1OCCn1ccnc1	17	i	-8
CCN1C(=O)c2ccccc2Sc2ccc(C(=O)NCCC(C)C)cc21	-4	i	-30
Cn1c(SCc2ccccn2)nnc1-c1ccncc1	15	i	2
CC1SCC(NC(=O)c2ccccc2Cl)CS1 (centres undefined)	8	i	-17
CCCCOc1ccc(-c2c(C(=O)Nc3ccccc3)c(C)[nH]c(=S)c2C#N)cc1	11	i	-5
CCOc1ccc(NC(=O)CSc2ccc(-c3ccccn3)nn2)cc1	15	i	-4
CSc1cccc(NC(=O)CN(C)S(=O)(=O)c2ccc(C)cc2)c1	78*	i	51*
O=C(Nn1cnc2ccccc2c1=O)c1ccccc1[N+](=O)[O-]	25	i	-13
CCN1CCN(C(=O)c2cc3c(=O)oc4ccc(C)cc4c3s2)CC1	16	i	-11
COc1ccc(S(=O)(=O)N(C)c2ccc(C(=O)N3CCOCC3)cc2)cc1	10	i	-12
Cc1ccc(C(C(=O)NCC2CCCO2)N(C(=O)c2snc(C(N)=O)c2N)c2ccccc2)o1 (centres undefined)	3	i	-30
C=CCN(CC(=O)NCc1ccc(OC)cc1)C(=O)c1csnn1	12	i	1
CC(C)(C)c1cc(C2=CSC3=NCCN23)cc(C(C)(C)C)c1O	0	i	-35
O=C(CCS(=O)(=O)c1ccccc1)Nc1ccc(S(=O)(=O)Nc2ncccn2)cc1	-14	i	-2
COCCCN(CCCN)Cc1ccco1	-2	i	-10
Cc1cc(C)c2sc(N(CCCN(C)C)C(=O)COc3ccc(Cl)cc3)nc2c1	14	i	-8
O=S(=O)(O)c1cc(O)c2c(O)c(N=Nc3cc(Cl)ccc3O)c(S(=O)(=O)O)cc2c1	42	i	-1
Cc1ccc(NC(=O)CCc2c[nH]c3ccccc23)nc1	8	i	-14
O=C1CCc2cc(S(=O)(=O)NCc3ccc(Cl)cc3)cc3c2N1CC3	19	i	-13
O=C(Oc1ccc2ccc(=O)oc2c1)c1ccc([N+](=O)[O-])cc1	-1	i	-4
O=C(NC(=O)c1ccccc1)Nc1ccccc1O	14	i	-22
COc1ccc(CCn2c(-c3cc([N+](=O)[O-])cc([N+](=O)[O-])c3)nc3nc4ccccc4nc32)cc1OC	5	i	-11
CCOC(=O)/C(C#N)=C/c1cn(CCC(=O)O)nc1-c1ccccc1	24	i	-2
O=C(NC(=S)NNC(=O)c1cccs1)c1ccccc1	4	i	-3
CN1CCN(C(c2ccc(F)cc2)c2nnnn2Cc2cccs2)CC1 (centres undefined)	15	i	-21
COc1ccc(S(=O)(=O)N2CCC(NC(=O)C(Cc3cccc(OC)c3OC)NC(C)=O)CC2)cc1 (centres undefined)	23	i	-15
Cc1cc(C)nc(SCc2ccc(C(=O)N/N=C/C3CCCCC3)cc2)n1	29	i	-34
CCOc1cc(/C=C2\NC(=S)N(c3c(C)n(C)n(-c4ccccc4)c3=O)C2=O)ccc1O	16	i	-7
CC(C)N(O)C(=O)NC(C)(C)C	16	i	-5
CC1CCN(CCNC(=O)C2CCCN(S(=O)(=O)c3cccc4nonc34)C2)CC1 (centres undefined)	70*	i	-19
NC1=NC(=O)/C(=C/c2cc(Br)c(O)c(Br)c2)S1	27	i	-19
CC(=O)NC1=C(NC2CCS(=O)(=O)C2)C(=O)c2ccccc2C1=O (centres undefined)	141*	i	-4
CCN(CC)CCCNc1nc(N)c([N+](=O)[O-])c(N2CCCCCC2)n1	7	i	-16
Nc1ccc(NC2C[C@@H](C(=O)O)NC2=O)cc1 (some centres undefined)	8	i	-4
COC(=O)Cc1ccc(NC(=O)c2ccc(NC(=O)c3ccco3)cc2)cc1	22	i	-16
Further entries follow.
SMILES	OX1R antag-1	CHT PAM	OX1R antag-2
O=C(/C=C/c1cccc(C(F)(F)F)c1)N1CCN(c2ccccn2)CC1	27	i	-15
CCn1c(-c2ccccc2Cl)nn(CC(=O)Nc2ccccc2C)c1=S	29	i	-8
COc1ccc(C(=O)N2CCCC(C(=O)O)C2)c2ccccc12 (centres undefined)	18	i	1
c1ccc(C(c2ccccc2)N2CCN(C(c3ccccn3)c3nnnn3C3CCCC3)CC2)cc1 (centres undefined)	7	i	0
CC1=NN(c2ccc(C)c(C)c2)C(=O)/C1=C/c1ccc2c(c1)n(C)c(=O)n2C	11	i	-19
Cc1ccc(-n2ncc3c2CCCC3NC(=O)CCc2cnn(C)c2)cc1C (centres undefined)	5	i	-25
COCCNC(=O)CN(C(=O)Cn1nnc2ccccc21)c1cccc(C)c1C	25	i	-8
Cc1onc(-c2ccccc2Cl)c1C(=O)OCC(=O)N1CCCc2ccccc21	16	i	-19
CCOC(=O)C(C)N1C(=O)S/C(=C\c2ccc(-c3ccccc3C(=O)O)o2)C1=O (centres undefined)	3	i	-1
Fc1ccc2cc(CCO[C@H]3CCCCO3)ncc2c1	7	x	-8
O=S1(=O)CCC(NC(=S)NCCNC(=S)NC2CCS(=O)(=O)C2)C1 (centres undefined)	14	i	-3
COc1ccc(C(=O)NCc2nnc(SCC(=O)Nc3cccc(C(F)(F)F)c3)o2)cc1OC	1	i	-5
O=c1oc(-c2ccccc2NS(=O)(=O)c2ccc3ccccc3c2)nc2ccccc12	21	i	-17
COc1ccc(S(=O)(=O)NCCC(=O)N2CCCN(C)CC2)cc1	3	x	-10
COc1cc(NS(=O)(=O)c2ccc(Cl)cc2)c(C(=O)O)cc1OC	19	i	-10

Some values from the results shown:
OX1R antag-2 result of Cc1ccc(-n2ncc3c2CCCC3NC(=O)CCc2cnn(C)c2)cc1C (centres undefined) → -25
OX1R antag-1 result of CCOC(=O)C(C)N1C(=O)S/C(=C\c2ccc(-c3ccccc3C(=O)O)o2)C1=O (centres undefined) → 3
OX1R antag-2 result of COc1ccc(S(=O)(=O)NCCC(=O)N2CCCN(C)CC2)cc1 → -10

New compounds follow
SMILES	OX1R antag-1	CHT PAM	OX1R antag-2
COc1ccc(CCC(=O)Nc2ccc(OC)c(S(=O)(=O)N3CCCCC3)c2)cc1OC	7	x	-16
COCC1CCCCN1C(=O)c1ccc2oc(CCCc3ccccc3)nc2c1 (centres undefined)	45	i	-19
N#Cc1c(-c2ccco2)cc(-c2ccccc2)[nH]c1=O	21	i	-11
CCOC(=O)c1ccc(NC(=O)COc2cc(=O)n(CC)c3ccccc23)cc1	10	i	-12
Cc1ccc(S(=O)(=O)C2(C(=O)NC3CCCCC3C)CC2)cc1 (centres undefined)	13	i	-4
O=C1C2CC=C(Cl)CC2C(=O)N1CN(Cc1ccco1)CN1C(=O)C2CC=C(Cl)CC2C1=O (centres undefined)	9	i	-1
CCc1n[nH]c(=S)n1/N=C/c1c[nH]c2ccc(Br)cc12	10	i	2
CC(=O)Nc1cccc(Oc2nc(-c3ccccn3)nc3ccccc23)c1	7	i	-2
O=c1oc2ccccc2cc1-c1csc(Cc2nc(-c3ccc(Cl)cc3)cs2)n1	6	i	-6
N=C1C(c2nc3ccccc3s2)=C(O)CN1NC(=O)c1c[nH]c2ccccc12	8	i	-3
O=Cc1ccc(-n2cc(C=O)c3ccccc32)cc1	21	i	7
CCn1c(CNC(=O)COc2ccc(C(C)C)cc2)nnc1SCC(=O)Nc1cc(F)ccc1C	10	i	-26
CNC(=O)[C@@H]1C[C@H]1[C@@H](NC(=O)CNC(=O)OCc1ccccc1)c1ccccc1	19	i	-10
CCc1cc(C(=O)N=Nc2c(O)[nH]c3ccc([N+](=O)[O-])cc23)c2ccccc2n1	40	i	-7
Nc1nc(SCCO)[nH]c(=O)c1NC(=O)c1ccco1	-5	x	-9
Cc1[nH]c2ccccc2c1/C=N/Nc1nc(N2CCCCC2)nc(N2CCCCC2)n1	22	i	-20
CCCN(CC(=O)Nc1c(C)cccc1CC)C(=O)SCC	12	i	1
CCOc1ccc(NC(=O)C(c2ccccn2)N(C(=O)CCl)c2ccc(F)cc2)cc1 (centres undefined)	14	i	-12
O=C(CCCC(=O)OCC(F)(F)C(F)F)Nc1nccs1	5	i	-1
COc1ccc(O)c(/C=N/c2nc3ccccc3n2C)c1	8	i	0
Cc1cc(Cn2ccnc2)c(C)cc1Cn1ccnc1	0	i	-12
O=C(C1CCCN(S(=O)(=O)c2cnc[nH]2)C1)N(CCc1ccccc1)Cc1ccccc1 (centres undefined)	19	i	-21
CCOC(=O)C1=C(O)/C(=C\c2ccc(CNS(=O)(=O)c3ccc(Br)cc3)o2)N=C1C	15	i	-14
CSc1sc(-c2ccnc(SCC(=O)C(C)(C)C)n2)c2c1C(=O)CC(C)(C)C2	5	i	-16
CCOC(=O)C1=C(Cn2cnc3ccccc32)NC(=O)NC1c1ccc(Cl)cc1 (centres undefined)	21	i	-27
